Screening results: PubChem BioAssay, several laboratories
Avidin fluor – compound fluoresces at 488/530 nm on avidin beads; compound fluorescence 488/530 nm, flow cytometry; active compounds read high; fluorescence (KMESF) at 10 µM; 0.38% of 220,000 active; AID 1775; in the data active = fluorescence above about 47; note: inactives centre near 10
Rac1 wt GTP bind – modulators of human Rac1 wildtype GTP binding. P63000. GST-Rac1 beads, fluorescent GTP binding, flow cytometry; actives lie on both sides; 0 = cold GTP competed, 100 = untreated. GTP binding activity (% of control), % at 10 µM. 0.27% of 190,000 active. AID 757;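 active = GTP binding activity at least 20 points away from the 100% control level, either lower or higher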
HRas wt GTP bind – changes GTP binding to wildtype human HRas; 0.14% of 190,000 active; GST-Ras wt beads, Bodipy-FL-GTP binding, flow cytometry; actives lie on both sides; AID 759; GTP binding activity, % at 10 µM;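 active = GTP binding activity at least 20% away from the 100% baseline, either lowered as inhibitor or raised as activator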;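 note: 0% = unlabeled GTP competition control and 100% = no-compound control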
Target sequence (P01112 whole entry, looked up): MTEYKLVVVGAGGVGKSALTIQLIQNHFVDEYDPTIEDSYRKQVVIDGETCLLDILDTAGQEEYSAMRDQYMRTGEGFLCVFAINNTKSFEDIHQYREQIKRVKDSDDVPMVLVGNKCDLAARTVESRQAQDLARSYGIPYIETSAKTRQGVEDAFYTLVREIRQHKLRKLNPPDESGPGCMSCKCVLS
Rab7 wt modul – dog Rab7 wildtype GTP binding, inhibitors and activators. GTP binding activity (percent of control), % at 10 µM. 0.055% of 190,000 active. GST-Rab7 beads, fluorescent GTP binding, flow cytometry; actives lie on both sides; untreated = 100%, excess cold GTP = 0%;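 active = fluorescent GTP binding to Rab7 beads changed by at least 20 points from the 100% baseline, either direction, mostly lower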;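 note: median green fluorescence of bound Bodipy-FL-GTP per Rab7 bead population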
Mcl1-Noxa inh – disrupts binding of human Mcl-1 to Noxa peptide; Q07820; TR-FRET Mcl-1/Noxa peptide binding, 2 h; inhibition, % at 21.7 µM; 1.5% of 220,000 active; AID 1022;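 active = compounds that cut the protein-peptide binding signal by more than 50% relative to plate controls in a single-dose test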;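 note: His-tagged Mcl-1 with rhodamine Noxa BH3 peptide and terbium anti-His antibody; 0% = Mcl-1 plus Noxa peptide wells and 100% = peptide-only wells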
Target sequence (Q07820 whole entry, looked up): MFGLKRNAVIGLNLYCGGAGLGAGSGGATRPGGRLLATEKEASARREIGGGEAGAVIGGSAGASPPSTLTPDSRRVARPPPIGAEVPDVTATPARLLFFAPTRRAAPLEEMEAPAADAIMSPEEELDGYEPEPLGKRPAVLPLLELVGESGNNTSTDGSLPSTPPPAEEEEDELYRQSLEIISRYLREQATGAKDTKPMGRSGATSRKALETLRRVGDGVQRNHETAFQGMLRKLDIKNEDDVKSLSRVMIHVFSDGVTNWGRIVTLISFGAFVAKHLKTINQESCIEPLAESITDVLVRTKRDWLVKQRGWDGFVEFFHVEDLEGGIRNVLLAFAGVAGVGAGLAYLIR
Mcl1-Bid inh – disrupts binding of human Mcl-1 to Bid peptide. 0.97% of 220,000 active. inhibition, % at 21.7 µM. Q07820. TR-FRET Mcl-1/Bid-Dy647 peptide binding, 1536-well;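 active = compounds that cut the binding signal by more than half at the single screening dose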;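 note: His-tagged Mcl-1 with europium anti-His antibody binding Bid BH3 peptide; 0% = Mcl-1 plus peptide wells and 100% = peptide-only wells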
Pf gametocyte – kills late stage P. falciparum gametocytes. 0.065% of 150,000 active. AID 743093. P. falciparum stage V gametocytes, ATP luminescence, 24 h. inhibition, % at 10.9 µM;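 active = inhibition above the mean plus 3 SD of compounds within the control limits, set per campaign, cut at about 38% in these data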;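 note: 0% = DMSO wells and 100% = medium only without gametocytes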
Mcl-1 Bim block – inhibitors of Bim-Mcl-1 interaction, human | inhibition, % at 10 µM | AID 1009 | Bead-based flow cytometry, Bim peptide-Mcl-1 binding | Q07820 | 0.1% of 190,000 active; in the data active = inhibition above about 40%;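 note: 0% = no compound tracer wells and 100% = peptide blocker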
Cdc42 wt – changes GTP binding to wildtype human Cdc42; P60953; GST-Cdc42 beads, Bodipy-GTP binding, flow cytometry; actives lie on both sides; percent activity (GTP binding), % at 10 µM; 0.2% of 190,000 active; AID 761;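 active = percent activity GTP binding at least 20 points away from the 100% baseline, either down as inhibitor or up as activator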;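 note: median bead fluorescence of bound Bodipy-FL-GTP at 100 nM; 0% = excess unlabeled GTP control and 100% = no compound control; below 100% means less GTP binding so inhibitor and above means activator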
Target sequence (P60953 whole entry, looked up): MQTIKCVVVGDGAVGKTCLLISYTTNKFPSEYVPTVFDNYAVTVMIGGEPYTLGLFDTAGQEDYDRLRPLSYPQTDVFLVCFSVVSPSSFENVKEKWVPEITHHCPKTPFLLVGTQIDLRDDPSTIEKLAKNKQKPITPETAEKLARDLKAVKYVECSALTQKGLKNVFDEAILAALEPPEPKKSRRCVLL
Rab2A wt mod – changes GTP binding to wildtype dog Rab2A, up or down. AID 760. GTP binding activity, % at 10 µM. P61105. GST-Rab2 wt beads, Bodipy-GTP binding, flow cytometry. 0.19% of 190,000 active;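 active = GTP binding activity at least 20 points away from 100%, either lowered or raised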;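 note: 0% = beads with excess unlabeled GTP and 100% = no-compound control corrected for plate trend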
Rac1 mut GTP – human Rac1 activated mutant GTP binding change | 0.11% of 190,000 active | P63000 | percent activity (GTP binding), % at 10 µM | GST-Rac1 activated beads, fluorescent GTP binding, flow cytometry; actives lie on both sides; 100% means binding = to untreated wells | AID 764;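 active = GTP binding at least 20 percentage points away from the 100% baseline, in either direction, so actives lie on both sides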
Numbers without * were called inactive; . = not tested or not shown.

SMILES	Avidin fluor	Rac1 wt GTP bind	HRas wt GTP bind	Rab7 wt modul	Mcl1-Noxa inh	Mcl1-Bid inh	Pf gametocyte	Mcl-1 Bim block	Cdc42 wt	Rab2A wt mod	Rac1 mut GTP
COc1ccc(CC(NC(C)=O)C(=O)NC2CCN(C(=O)c3cnccn3)CC2)cc1 (centres undefined)	9	99	97	101	27	9	.	2	95	99	98
N#CC(c1cccc(Cl)c1)c1ccc2c(C(F)(F)F)cc(C(F)(F)F)nc2n1 (centres undefined)	10	93	94	92	2	0	-5	-9	95	92	90
CN(C)C(=O)N1CCCC(C(=O)NCc2cccs2)C1 (centres undefined)	16	93	97	95	15	-18	.	0	99	98	97
CS/C(=C\[N+](=O)[O-])Nc1ccc(Cl)cc1	15	107	104	100	13	-31	.	-1	110	106	104
C=CCN=C1CC(C)(C)C(C(=O)OC)C(O)=C1C(=O)CCC (centres undefined)	11	96	96	96	-20	-9	.	2	90	96	94
CCn1c(CNC(=O)c2ccc(OC)c(OC)c2)nnc1SCC(=O)Nc1ccc(OC)cc1	2	102	102	98	-1	-6	-20	1	102	103	102
CCOC(=O)C(C)Sc1ncc(-c2ccc(Cl)cc2)cn1 (centres undefined)	28	99	94	96	18	3	13	9	97	96	97
CN(C)CCCCOc1ccc(F)cc1	8	98	99	104	31	3	-50	1	103	106	99
COc1ccc(-c2csc3nc(C)nc(N4CCCCC4)c23)cc1OC	13	97	96	100	2	4	18	0	96	97	97
C/C(=N\NS(=O)(=O)c1ccccc1)c1cc(Cl)cc(Cl)c1O	15	86	89	89	9	0	21	5	87	87	84
COc1cccc(NC(=O)C2C3CCC4C(CCC32)C4(Cl)Cl)c1 (centres undefined)	2	103	101	101	15	-11	.	-2	103	99	101
COc1ccc(N2CCN(C(=O)CSc3nnc(COc4cccc5cccnc45)o3)CC2)cc1	26	99	101	104	12	-79	6	0	102	102	98
O=C(Nc1ccccc1)c1ccc(Nc2c([N+](=O)[O-])cc([N+](=O)[O-])c3ccccc23)cc1	14	97	94	90	15	13	.	-4	98	93	95
CN(CC(=O)NC1CC(C)(C)NC(C)(C)C1)S(=O)(=O)c1cc(Cl)ccc1Cl	12	102	100	105	28	-18	12	-1	101	100	99
CC(C)(C)c1cc(=O)n2[nH]c(N)nc2n1	10	101	101	105	0	-15	7	-2	98	100	97
CCCCSc1nc(C)nc2c1c(=O)n(C)c(=O)n2C	8	100	97	96	17	-13	.	2	99	98	99
C/C(=C\C(=O)c1ccc(Br)cc1)NCc1ccc2c(c1)OCO2	7	94	90	93	14	-37	.	-2	92	88	90
O=C(COc1ccc(S(=O)(=O)N2CCOCC2)cc1)NC1CCCC1	29	101	99	100	-8	-3	.	-1	101	99	97
O=C(CSC1=NC2(CCCCCC2)N=C1c1ccccc1)Nc1ccc2c(c1)OCCO2	.	105	100	98	-2	-4	.	-2	100	99	99
Cc1cc(C)n(Cc2ccccc2)c(=O)c1S(=O)(=O)c1ccccc1	32	96	98	95	26	-8	-6	-1	99	96	95
CCOc1ccc(Cl)cc1CN1CCOCC1	16	104	103	105	18	4	-11	-1	104	104	98
COc1ccc(NS(=O)(=O)c2ccc3oc(SCc4ccc(F)cc4)nc3c2)cc1	15	101	100	99	18	-29	1	-3	101	97	99
O=C(c1ccc(NC(=S)NCc2ccc(Cl)cc2)cc1)N1CCCCC1	6	96	94	95	-12	-49	14	-2	97	96	94
O=C(Nc1nc2ccccc2n1Cc1ccccc1)c1ccco1	30	106	104	105	-36	-49	-7	-4	105	106	99
O=C(NCCCN1CCOCC1)c1ccc(N2CCCC2)c([N+](=O)[O-])c1	12	99	99	98	4	-11	3	0	99	98	97

Complete entries, looked up by structure:
COc1ccc(-c2csc3nc(C)nc(N4CCCCC4)c23)cc1OC is entered as Avidin fluor = 13; Rac1 wt GTP bind = 97; HRas wt GTP bind = 96; Rab7 wt modul = 100; Mcl1-Noxa inh = 2; Mcl1-Bid inh = 4; Pf gametocyte = 18; Mcl-1 Bim block = 0; Cdc42 wt = 96; Rab2A wt mod = 97; Rac1 mut GTP = 97
O=C(COc1ccc(S(=O)(=O)N2CCOCC2)cc1)NC1CCCC1 is entered as Avidin fluor = 29; Rac1 wt GTP bind = 101; HRas wt GTP bind = 99; Rab7 wt modul = 100; Mcl1-Noxa inh = -8; Mcl1-Bid inh = -3; Pf gametocyte = .; Mcl-1 Bim block = -1; Cdc42 wt = 101; Rab2A wt mod = 99; Rac1 mut GTP = 97
CCOc1ccc(Cl)cc1CN1CCOCC1 is entered as Avidin fluor = 16; Rac1 wt GTP bind = 104; HRas wt GTP bind = 103; Rab7 wt modul = 105; Mcl1-Noxa inh = 18; Mcl1-Bid inh = 4; Pf gametocyte = -11; Mcl-1 Bim block = -1; Cdc42 wt = 104; Rab2A wt mod = 104; Rac1 mut GTP = 98

The results go on.
SMILES	Avidin fluor	Rac1 wt GTP bind	HRas wt GTP bind	Rab7 wt modul	Mcl1-Noxa inh	Mcl1-Bid inh	Pf gametocyte	Mcl-1 Bim block	Cdc42 wt	Rab2A wt mod	Rac1 mut GTP
CC(C)CC(CO)N1CCN(C(=O)c2cccc(C(F)(F)F)c2)CCC1=O (centres undefined)	11	107	103	98	6	13	3	-1	105	102	98
COc1ccc(NC(=S)N(CCN(C)C)Cc2cccs2)cc1	4	101	101	110	40	-41	-13	2	94	103	97
COc1ccc(C(=O)n2cc(C(=O)c3cc(C)ccc3O)cn2)cc1	13	97	97	96	5	-65	-30	-5	92	93	94
Cc1ccc(/C=C/C(=O)OCC(=O)N2CC(=O)Nc3ccccc32)o1	7	99	96	102	20	10	-5	1	90	97	93
CCOC(=O)c1c(NC(=O)CC2SC(=NC)N(C)C2=O)sc(C)c1C (centres undefined)	12	97	101	98	-14	-30	-6	-3	97	101	97
O=C(O)C1CC=CCC1C(=O)NC1CCCCC1 (centres undefined)	13	94	98	104	1	-5	12	1	95	98	96
COc1ccc(CN2CCCC(CNC(=O)c3ccc(F)cc3)C2)c(F)c1 (centres undefined)	11	104	102	103	12	-21	.	-1	97	97	97
CCSc1nnc(NC(=O)/C=C/c2ccco2)s1	11	111	103	110	11	-8	4	2	103	103	94
Cc1ccccc1-c1nc(CN2CCC(C(=O)NCc3cccs3)CC2)c(C)o1	11	106	98	98	-5	-34	.	-4	101	101	99
COc1ccc(N(CC(=O)NC2CCCCCCC2)S(=O)(=O)c2c(C)nn(C)c2C)cc1	9	101	97	101	6	-6	.	0	100	99	97
OCCC1CN(Cc2cccc(-n3cccn3)c2)CCN1Cc1ccccc1 (centres undefined)	9	98	97	103	17	-48	-1	0	97	98	97
CCOc1ccccc1NC(=O)Cn1nnc(-c2ccc(OCC)c(OCC)c2)n1	4	99	100	101	1	9	6	0	100	99	96
Cc1nc2cc(NC(=O)N(C)c3ccc4ccccc4c3)ccc2o1	10	101	102	101	-2	-10	.	-1	101	102	99
COc1cccc(C(=O)Nc2cc(C(F)(F)F)ccc2Cl)c1	6	108	106	108	-5	-31	-15	4	107	103	103
O=C(Nc1ccc(F)cc1F)C1CCN(C(=O)c2ccc(Br)cc2)CC1	10	95	99	108	23	-6	-16	0	94	101	94
CCCCCCn1c(CN2CCCCC2CC)nc2c1c(=O)n(C)c(=O)n2C (centres undefined)	24	104	101	98	-10	8	.	-2	101	100	100
O=[N+]([O-])c1ccccc1/C=N/N1CCN(c2ccncc2S(=O)(=O)N2CCCCC2)CC1	10	101	101	98	7	-41	.	-5	99	98	101
CC(=O)NCc1ccc(C(=O)CSc2nnc(-c3ccncc3)n2Cc2ccccc2)o1	24	108	101	98	34	-21	.	-4	104	101	99
COc1ccc(C(=O)Cn2nnc(-c3ccccc3NC(=O)c3ccco3)n2)cc1	10	92	97	98	.	19	.	-2	96	97	94
N#Cc1cc(C(=O)c2cc(Cl)ccc2O)cn(-c2ccccc2)c1=O	3	99	98	98	20	-8	-27	-5	98	98	98
CC(=O)NS(=O)(=O)c1ccc(NC(=O)c2cc(-c3ccc(C)c(C)c3)nc3ccccc23)cc1	16	102	100	99	34	-12	16	0	100	99	99
CCOC(=O)C1C(=O)C=C(c2cccs2)CC1c1ccccc1C (centres undefined)	14	101	101	100	-11	23	-1	-5	102	99	100
CCOC(=O)c1c(NC(=O)C2COc3ccccc3O2)sc(C)c1C (centres undefined)	22	99	93	92	-10	-5	.	-4	97	94	93
COc1ccc(Cc2nn3c(-c4cc(OC)c(OC)c(OC)c4)nnc3s2)cc1	23	91	89	90	10	10	2	-6	87	88	89
O=C(c1cccnc1)N1CCN(C/C=C/c2ccccc2)CC1	11	99	94	93	0	-23	-1	1	99	94	95

A different layout for some results above:
Results follow in this order: Avidin fluor | Rac1 wt GTP bind | HRas wt GTP bind | Rab7 wt modul | Mcl1-Noxa inh | Mcl1-Bid inh | Pf gametocyte | Mcl-1 Bim block | Cdc42 wt | Rab2A wt mod | Rac1 mut GTP
> COc1ccc(NS(=O)(=O)c2ccc3oc(SCc4ccc(F)cc4)nc3c2)cc1
    15 | 101 | 100 | 99 | 18 | -29 | 1 | -3 | 101 | 97 | 99
> O=[N+]([O-])c1ccccc1/C=N/N1CCN(c2ccncc2S(=O)(=O)N2CCCCC2)CC1
    10 | 101 | 101 | 98 | 7 | -41 | . | -5 | 99 | 98 | 101

(list continues)
SMILES	Avidin fluor	Rac1 wt GTP bind	HRas wt GTP bind	Rab7 wt modul	Mcl1-Noxa inh	Mcl1-Bid inh	Pf gametocyte	Mcl-1 Bim block	Cdc42 wt	Rab2A wt mod	Rac1 mut GTP
NCCCCCc1nnc(SCc2ccc(Cl)cc2Cl)o1	37	97	98	96	21	-4	-3	-3	99	98	94
COC(=O)c1[nH]c2cc(OC)c(OC)cc2c1NC(=O)c1cccc(OC)c1	11	107	104	105	19	-17	.	0	106	104	103
CCCCn1c(N)c(N(CC)C(=O)c2cc(Br)ccc2Cl)c(=O)[nH]c1=O	9	103	99	96	2	-20	13	-2	102	100	96
COc1cccc2c1OC[C@@H](CO)[C@H]2N(C)C(=O)Nc1ccccc1	6	103	103	101	-10	1	.	-1	104	102	101
Cc1ccc(-c2cc(C(=O)N/N=C/c3c(C)nn(-c4ccccc4)c3C)n[nH]2)s1	3	97	96	93	6	-4	6	0	95	93	99
CCc1ccc(C(C(=O)NCCOC)N(C(=O)Cn2nnc3ccccc32)c2cccnc2)cc1 (centres undefined)	5	101	96	94	-6	-6	8	-1	98	100	94

Looked up above.
Reading of `NCCCCCc1nnc(SCc2ccc(Cl)cc2Cl)o1` under Rab7 wt modul: 96
Reading of `CCc1ccc(C(C(=O)NCCOC)N(C(=O)Cn2nnc3ccccc32)c2cccnc2)cc1` (centres undefined) under Rac1 mut GTP: 94
